Bioassay records from PubChem.
bCat nuc transl: modulators of beta-catenin nuclear translocation, primary screen, imaging, HeLa cells, immunofluorescence, high-content. actives 0.3% (n = 190,000). AID 1665, 2009. nuclear translocation activity, % at 5 µM;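 active = nuclear translocation activity above 50% at 5 µM, with a well cell count of 50 or more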;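 also: per-cell ratio of nuclear to cytoplasmic median beta-catenin stain intensity; plate controls were DMSO negative control for no effect and GSK-3 inhibitor IX positive control for full effect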
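Test system: human HeLa cells, endogenous beta-catenin. Times: 24 h compound exposure, 37°C. Measured by: beta-catenin immunofluorescence imaging with DAPI.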
MT stabilize HCS: microtubule stabilizers in HeLa cells, primary screen, imaging, high-content imaging; actives 0.83% (n = 200,000); HeLa tubulin immunostaining HCS, 24 h; share of cells brighter than vehicle mean+2SD; % tubulin-high responders, % at 10 µM;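 active = plate Z-score above 3 for both tubulin-high and condensed-nucleus cell shares, with cell loss under 80%, at 10 µM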;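 also: anti alpha tubulin signal scored within the nucleus-defined area of each cell; some results filed as inactive read as strong as hits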
Autophagy HCS: autophagy modulators in MEF cells, primary screen, imaging, high-content, MEF GFP-LC3 | AID 463193, 2010 | actives 0.98% (n = 190,000) | MEF GFP-LC3 puncta imaging; test concentration mostly 10 µM | calls only at 10 µM (by protocol);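 active = percentage of spot-positive cells more than 3 SD above its plate mean, without a fluorescence outlier flag or 80% toxicity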;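 also: spot-positive cell cutoff set from DMSO-treated cells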
WT yeast gro inh: growth inhibition of WT strain, primary screen, mitochondrial fusion inhibitor project, WT and mutant strains, chemical genetic; mitochondrial fusion phenotypic screen; inhibition, % at 10 µM; actives 2.1% (n = 190,000); AID 1362, 2008; in the data active = inhibition above about 58%; tested in S. cerevisiae
Dynein transport: inhibitors of GR-EGFP nuclear translocation, primary screen, dynein cargo transport inhibitor project, imaging, high-content, 3617.4 mouse cells. test concentration mostly 20 µM; stimulated with dexamethasone, 1 µM; hits give low values. z-score, hits read low. actives 0.47% (n = 220,000). AID 1381, 2008;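 active = plate z-score of nuclear minus cytoplasmic receptor signal below a set negative limit, without overly bright fluorescence or cell loss, cut at about -3.5 in these data, passing the limit was not always enough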;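 also: z-score of nuclear minus cytoplasmic ring GR-EGFP intensity difference per well; some compounds called inactive have numbers as strong as hits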
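Buffer or medium: Induction medium lacking tetracycline, stripped serum | Also added: Dexamethasone agonist, 1.0 µM final, for 30 min | Timing: 48 h induction, 1 h compound, 30 min dex at 37 °C | Detection: Formaldehyde fixation, Hoechst nuclear stain, 10x automated fluorescence imaging | Measure: Nuclear versus cytoplasmic GR-EGFP signal, averaged per well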
XIAP displacement: XIAP antagonists, biochemical, IAP family, fluorescence polarization (AID 1018); displacement, % at 20 µM, or IC50 in µM where a hit was titrated; E3 ubiquitin-protein ligase XIAP (Homo sapiens); XIAP BIR domain, fluorescence polarization peptide displacement; higher % means a stronger effect; actives 0.007% (n = 200,000); in the data active = displacement above about 50%; also: a part of the inactive calls stands beside numbers as strong as those of hits
Hep lipid drop: inhibitors of hepatocyte lipid droplet formation, primary screen, imaging, high-throughput imaging, BODIPY stain; AML12 mouse hepatocytes, oleate lipid droplets; inhibition, % at 6.5 µM; actives 0.4% (n = 240,000); AID 1656, 2009;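 active = lipid droplet intensity inhibited by at least 50%, with more than 500 cells counted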
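Test system: AML12 hepatocytes (mouse); reagent: oleate loading, 100 µM; dosing: one dose, 6.5 µM compound; incubation: overnight exposure; signal: fluorescence imaging, 20x objective, two fields per well; read-out basis: % inhibition of corrected integrated BODIPY droplet signal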
ER stress rescue: rescue of cells from ER stress-induced death, primary screen, 384-well, CSM14.1, thapsigargin, ATP luminescence (AID 1222); CSM14.1 thapsigargin-induced death rescue, ATP luminescence; higher % means a stronger effect; cellular ATP content (survival), % at 20 µM, or EC50 in µM where a hit was titrated; 190,000 tested, under 10 active;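 active = EC50 below 50 µM in the dose-response confirmation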;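 also: death triggered by thapsigargin at about 15 µM added after 2 h compound pretreatment; cell ATP read after overnight thapsigargin exposure of roughly 18 to 22 hours; normalized against plate controls of thapsigargin alone and 5% DMSO vehicle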
Ins promoter up: insulin promoter activators in MIN6 cells, imaging, high-content screening, mouse beta cells | MIN6 insulin promoter-GFP reporter; hits give high values | z-score at 5 µM | actives 0.3% (n = 190,000);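 active = z-score above 3 at 5 µM with at least 500 cells counted in the well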
WT yeast gro inh mutant strain: further read-out of WT yeast gro inh, marked with its call; inhibition, %; mitochondrial fusion phenotypic screen, mutant strain inhibition
Dynein transport cytoplasmic EGFP: also measured in Dynein transport; calls as there; z-score; measured here: cytoplasmic GR-EGFP intensity; hits give high values
Dynein transport nuclear GR-EGFP: further read-out of Dynein transport, marked with its call; z-score; measured here: nuclear GR-EGFP intensity;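 lower value marks the stronger effect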
Dynein transport cell count: further read-out of Dynein transport, marked with its call; z-score; measured here: cell count per field
Ins promoter up cell count: recorded beside Ins promoter up, whose call it bears; cell count; measured here: cytotoxicity, nuclei count;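 total cells summed across four imaged fields per well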
Hep lipid drop cells 6.5 µM: second read-out of Hep lipid drop, no call of its own (marks repeat the call); cell count; measured here: cell count, cytotoxicity flag;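 cells counted across two imaged fields per well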
bCat nuc transl cell count 5 µM: also measured in bCat nuc transl; calls as there; cell count; measured here: cell count, cytotoxicity flag
MT stabilize HCS Hoechst-high %: also measured in MT stabilize HCS; calls as there; % Hoechst-high responders; measured here: nuclear condensation Hoechst responders;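 share of cells brighter than vehicle mean plus two SD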
MT stabilize HCS cytotoxicity %: recorded beside MT stabilize HCS, whose call it bears; toxicity, %; measured here: cytotoxicity by cell density;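 0% = mean cell density of plate MIN control wells and 100% = no cells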
Autophagy HCS cell loss 18 h: recorded beside Autophagy HCS, whose call it bears; toxicity, %; measured here: cell loss, nuclei count;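 cell loss after 18 h compound exposure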
Numbers without * were called inactive; i = inactive; . = not tested or not shown; + = active, no number.

cpd	canonical_smiles	Ins promoter up cell count	WT yeast gro inh mutant strain	Ins promoter up	bCat nuc transl	Dynein transport cytoplasmic EGFP	bCat nuc transl cell count 5 µM	WT yeast gro inh	Dynein transport nuclear GR-EGFP	XIAP displacement	ER stress rescue	Dynein transport	MT stabilize HCS cytotoxicity %	Hep lipid drop	Autophagy HCS cell loss 18 h	Dynein transport cell count	Autophagy HCS	MT stabilize HCS	Hep lipid drop cells 6.5 µM	MT stabilize HCS Hoechst-high %
1	Cc1c(NC(=O)c2ccc(C(C)(C)C)cc2)cccc1[N+](=O)[O-]	1394	-5	-0.91	-0.9	-0.26	1098	5	-0.086	1.2%	-3.0%	0.13	9.0	16	-13	-0.41	i	2.4	683	3.2
2	Cc1ccc(C)c(NC(=S)/C(=C(\[O-])c2ccc(Cl)s2)[n+]2ccccc2)c1	1104	8	0.11	-1.7	0.0046	1156	9	0.36	-2.5%	.	0.021	12	-4	4	-0.91	i	3.0	707	3.1
3	Cc1ccccc1C(OCCN(C)C)C1CCCCC1 (stereo not drawn)	1283	9	-1.6	-1.8	-0.24	958	17	0.58	-5.4%	-3.5%	1	9.2	26	5	-0.57	i	3.0	648	2.8
4	COc1ccc(C)cc1-n1nnnc1SCc1cn2ccsc2n1	1172	3	-0.92	-0.7	-0.27	1129	1	0.66	2.7%	-0.1%	0.66	0.2	.	0	-0.5	i	4.8	.	2.0
5	CCOC(=O)c1[nH]c(C)c(C(=O)NC)c1C	1487	1	0.94	-2.0	-0.26	1140	11	-0.17	-5.0%	.	-0.78	3.9	3	.	0.48	.	3.8	570	2.4
6	CC(C)N1C(=S)N(Cc2ccco2)C(=O)C1CC(=O)Nc1ccccc1 (stereo not drawn)	1196	-13	0.24	-0.5	-0.22	1050	-10	-0.37	-6.5%	.	-0.63	5.2	1	10	0.57	i	1.8	724	2.1
7	O=C(COC(=O)/C=C/c1ccco1)NCc1ccccc1Cl	1304	-23	0.51	-3.0	-0.17	971	8	0.059	-12%	-2.3%	-0.035	7.2	-3	-18	0.36	i	4.3	651	2.9
8	N#CCC(=O)NNC(=S)NC(=O)C(c1ccccc1)c1ccccc1	1712	-1	-0.07	0.1	-0.29	1586	-15	0.32	-1.4%	-0.4%	0.35	7.9	-3	-6	-0.18	i	4.8	695	2.6
9	O=C(CC12CC3CC(CC(C3)C1)C2)NCc1ccco1	1433	1	0.25	-1.3	-0.1	953	0	-0.37	-15%	6.3%	-0.57	5.4	-2	-7	-0.57	i	2.4	709	2.1
10	CC(C)(C)c1nnc(N/N=C/c2cc(Br)ccc2O)n(N)c1=O	675	22	-4.8	3.7	-0.22	753	16	0.068	-3.6%	-1.7%	-0.19	26	-38	7	-0.15	i	3.0	452	1.0
11	CCCCNC(=O)Nc1nc2ccccc2s1	1318	12	0.11	-2.1	-0.34	1111	0	0.1	0.0%	.	-0.39	4.8	2	3	0.69	i	4.8	705	2.7
12	Cc1nc2ccc([N+](=O)[O-])cc2nc1C	1153	6	-0.05	-0.3	-0.16	1088	11	1.6	-6.6%	-0.1%	3.2	3.8	-5	1	-1.8	i	8.3	655	0.8
13	COc1ccccc1NC(=O)CSc1ncn[nH]1	996	0	1.2	-5.8	-0.18	854	6	0.064	-7.3%	-0.9%	-0.35	5.9	.	0	0.11	i	1.8	.	1.8
14	CCC(C)n1nccc1NC(=O)C(C)Cl (stereo not drawn)	1254	7	0.47	2.1	0.61	1076	-9	0.061	-2.6%	.	0.042	7.1	-15	3	-0.23	i	2.3	724	2.5
15	COc1ccc(S(=O)(=O)Nc2c(F)cccc2F)cc1	1561	-2	0.78	-1.3	-0.35	1106	-9	0.22	0.2%	-0.6%	0.18	3.0	5	-11	-0.084	i	2.3	721	1.3
16	C=CCc1c(C)nc(-c2ccccc2)nc1Nc1ccccc1O	1340	48	-1.8	.	3.6	.	21	1.1	-1.8%	-1.4%	-0.92	5.1	-2	-4	-2.1	i	2.4	583	2.0
17	O=C(NCc1ccco1)c1cccs1	1555	-19	1.9	-4.2	-0.22	811	-11	0.13	-5.5%	-3.8%	-0.52	14	.	-2	-0.079	i	4.7	.	3.1
18	COc1cccc(N2CCN(C(=S)Nc3cccc(C)c3)CC2)c1	.	15	.	.	0.3	.	34	-0.78	-1.8%	4.3%	-1.4	9.0	.	-5	1.2	i	1.3	.	1.0
19	O=c1nc2c(O)cccn2c2c1c(=O)[nH]c1ccccc12	1516	17	0.43	-1.4	-0.19	1111	4	0.4	21%	-1.5%	-0.088	8.0	2	12	0.0079	i	5.9	525	2.1
20	CCOc1ccccc1N(CC(=O)N/N=C/c1cc(Br)ccc1OC)S(C)(=O)=O	1180	-5	-0.42	.	-0.34	.	-12	-0.25	-2.5%	-1.1%	-0.13	9.6	-18	7	0.39	i	2.0	627	2.5
21	S=c1[nH]nc(-c2ccco2)n1/N=C/c1ccc(Cl)cc1	1455	22	-0.52	-1.7	-0.25	1072	42	-0.49	1.3%	-3.8%	-0.84	6.5	2	28	0.08	i	5.0	702	1.7
22	CCCCNS(=O)(=O)c1ccc2nc(-c3cccnc3)cc(C(=O)NCCCN(CC)CC)c2c1	1231	6	-0.23	-1.7	0.15	1089	-6	1.2	-3.1%	.	2	6.2	15	-4	-1.4	i	1.3	740	2.9
23	CCN/C=C(\C#N)S(=O)(=O)c1ccc(Br)cc1	1367	.	0.62	2.1	-0.23	1266	.	0.04	.	.	0.54	.	-7	.	-0.74	.	.	710	.
24	Cc1ccc(NC(=O)c2c(C)noc2C)cc1	1004	11	0.47	-2.9	-0.27	1160	11	-0.48	-7.3%	1.2%	-0.84	11	-10	-11	0.77	i	2.5	718	1.3
25	CCCCCCCCNc1nc(Cl)nc(NCCN2CCOCC2)n1	1460	0	-0.43	-2.9	-0.24	965	3	0.3	-3.9%	0.0%	0.063	14	-8	-11*	-0.023	+	2.0	679	0.9
26	CC(=O)c1cccc(NC(=S)NNC(=O)c2ccc(C)c([N+](=O)[O-])c2)c1	1502	3	0.25	-0.1	-0.23	1573	11	0.12	-7.3%	-0.8%	-0.49	4.5	5	12	0.88	i	2.0	712	2.2
27	CCCNC(=O)c1ccc2c(=O)n(Cc3ccco3)c(=S)[nH]c2c1	1295	-4	0.1	1.0	-0.083	1055	-5	0.14	-2.4%	-0.3%	0.12	6.6	1	-11	-0.083	i	2.4	678	2.2
28	NNC(=O)c1cc2c(ccc3ccccc32)o1	1452	2	1.2	2.6	-0.18	1232	5	-0.13	-12%	-2.4%	-0.47	0.7	25	-4	0.31	i	2.3	683	1.4
29	CCN(CC)CCN1C(=O)C(O)=C(C(C)=O)C1c1ccccc1 (stereo not drawn)	1599	.	-1	-5.7	.	953	.	.	-3.8%	0.4%	.	.	.	.	.	.	.	.	.
30	O=C(Nc1nnc(-c2ccco2)o1)c1cccc(Cl)c1	1412	50	-0.41	-1.3	-0.16	1045	55	-0.24	-4.6%	-0.3%	-0.24	5.5	0	-5	0.55	i	1.6	647	1.5

Taken from above.
entry 23 in Dynein transport cytoplasmic EGFP is entered as -0.23
entry 5 in WT yeast gro inh is entered as 11

The listing picks up, starting three compounds before the break.
cpd	canonical_smiles	Ins promoter up cell count	WT yeast gro inh mutant strain	Ins promoter up	bCat nuc transl	Dynein transport cytoplasmic EGFP	bCat nuc transl cell count 5 µM	WT yeast gro inh	Dynein transport nuclear GR-EGFP	XIAP displacement	ER stress rescue	Dynein transport	MT stabilize HCS cytotoxicity %	Hep lipid drop	Autophagy HCS cell loss 18 h	Dynein transport cell count	Autophagy HCS	MT stabilize HCS	Hep lipid drop cells 6.5 µM	MT stabilize HCS Hoechst-high %
28	NNC(=O)c1cc2c(ccc3ccccc32)o1	1452	2	1.2	2.6	-0.18	1232	5	-0.13	-12%	-2.4%	-0.47	0.7	25	-4	0.31	i	2.3	683	1.4
29	CCN(CC)CCN1C(=O)C(O)=C(C(C)=O)C1c1ccccc1 (stereo not drawn)	1599	.	-1	-5.7	.	953	.	.	-3.8%	0.4%	.	.	.	.	.	.	.	.	.
30	O=C(Nc1nnc(-c2ccco2)o1)c1cccc(Cl)c1	1412	50	-0.41	-1.3	-0.16	1045	55	-0.24	-4.6%	-0.3%	-0.24	5.5	0	-5	0.55	i	1.6	647	1.5
31	Cc1ccc2nc(C)cc(N/N=C/c3ccc(F)cc3)c2c1	1502	21	1.4	0.4	-0.31	1459	6	-0.32	-0.1%	1.6%	-0.86	1.2	-25	-24	1.1	i	1.7	695	1.6
32	CCC(CO)Nc1ncnc2c1cnn2-c1ccc(Cl)cc1 (stereo not drawn)	932	7	0.75	.	0.16	.	-3	1	0.8%	-2.1%	1.4	0.0	.	8	-0.68	i	3.0	.	3.1
33	Cn1c(=N)n(CC(O)c2ccccc2)c2ccccc21 (stereo not drawn)	862	-28	-0.18	3.6	-0.23	1083	-7	-0.37	-3.3%	-4.0%	-0.74	12	2	-5	0.75	i	2.1	751	1.4
34	CCCc1cc(C(=O)N/N=C/c2ccc(C)o2)c2ccccc2n1	1463	-3	0.63	48	-0.23	661	-4	0.59	-3.0%	-1.5%	-0.049	31*	.	-22	0.4	i	44*	.	32*

Compounds were not picked by outcome; 4% or so of the library scored in one or more.
